# hDAT+cocaine – modulates human dopamine transporter uptake under cocaine | 110,000 tested, 1.3% active | Q01959 | AID 449768 | LLC-PK1 hDAT cells, [14C]-dopamine uptake with cocaine IC80; actives deviate in either direction | B-score at 10 µM;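 active = Z score or B-score, a plate-position-corrected score, falls beyond the plate's 99.7% confidence bounds, in either direction; inactive = both scores lie inside the 99.7% bounds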;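 note: scored against the spread of the other compound wells on the same plate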
# Target sequence (Q01959 whole entry, looked up): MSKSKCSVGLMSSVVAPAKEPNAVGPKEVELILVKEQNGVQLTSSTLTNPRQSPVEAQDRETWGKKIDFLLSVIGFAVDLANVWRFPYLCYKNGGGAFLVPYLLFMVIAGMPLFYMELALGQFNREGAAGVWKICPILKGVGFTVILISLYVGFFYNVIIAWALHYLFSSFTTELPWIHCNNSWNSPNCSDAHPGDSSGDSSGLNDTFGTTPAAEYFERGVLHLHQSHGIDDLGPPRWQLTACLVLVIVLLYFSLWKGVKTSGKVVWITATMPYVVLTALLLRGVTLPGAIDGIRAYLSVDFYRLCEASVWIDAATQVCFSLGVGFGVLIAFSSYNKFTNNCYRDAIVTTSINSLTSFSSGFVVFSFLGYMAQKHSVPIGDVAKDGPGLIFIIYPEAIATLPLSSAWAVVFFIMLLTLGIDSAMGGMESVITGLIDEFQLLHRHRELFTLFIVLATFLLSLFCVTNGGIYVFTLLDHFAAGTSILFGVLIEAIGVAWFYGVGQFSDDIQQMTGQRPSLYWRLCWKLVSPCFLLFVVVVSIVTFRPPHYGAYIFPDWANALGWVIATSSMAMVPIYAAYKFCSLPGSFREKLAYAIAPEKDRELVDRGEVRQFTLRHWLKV
# HUVEC tox IL1B – HUVEC cytotoxicity counter-screen, IL-1B stimulated; HUVEC cell count loss, Hoechst imaging; cell count reduction, % at 2 µM; 94,000 tested, 0.41% active; AID 845;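 active = cell count reduction more than 3 SD above the screen-wide mean, cut at about 70% in these data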;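 note: normalized per plate to untreated control cells as the no-loss baseline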
# TNFa cytotox – HUVEC cytotoxicity counter-screen, TNF alpha stimulated. AID 848. cell count reduction, % at 2 µM. 93,000 tested, 0.17% active. HUVEC TNFalpha-stimulated, Hoechst cell count, imaging;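 active = cell count reduction exceeding the screen mean by over 5 SD, scaled to untreated wells per plate, cut at about 78% in these data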;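 note: cells counted after 24 h of TNF alpha exposure following the 1 h pretreatment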
# PLK1 inh – PLK1 (human) kinase inhibition; P53350; recombinant PLK1 kinase, TR-FRET peptide phosphorylation; inhibition, % at 10 µM; 97,000 tested, 0.53% active; AID 619;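 active = inhibition of 50% or more in the single-concentration screen; inactive = inhibition below 50%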;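 note: 0% = DMSO max control and 100% = H-89 dihydrochloride min control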
# VCAM1 TNFa inh – reduces TNF alpha induced VCAM1 expression in HUVEC; 95,000 tested, 0.48% active; inhibition, % at 2 µM; HUVEC TNFa-induced VCAM-1 immunofluorescence, high-content imaging;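 active = inhibition above the batch mean plus 3 SD, with images confirmed as a hit by eye, cut at about 37% in these data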;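 note: 0% = TNF-stimulated DMSO wells and 100% = unstimulated control wells; not every result past the cut was called active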
# sEH inh – blocks human soluble epoxide hydrolase activity; 91,000 tested, 0.34% active; recombinant human sEH enzymatic activity assay; inhibition, % at 2 µM; in the data active = inhibition above about 80%; note: values of inactives mirror those of a sister screen read the other way; many of its hits are not listed in these tables
# E coli WT exp – E. coli BW25113 growth inhibition, expanded screen | OD600 absorbance | growth inhibition, % at 100 µM | AID 710 | 98,000 tested, 0.15% active;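 active = growth inhibition above about 50% at one test dose, limit read from the data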;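 note: growth measured after 20 h incubation at 37 °C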
# cytoskel mod – alters cytoskeleton assembly in HUVEC cells; HUVEC TNFa F-actin phalloidin imaging, high content; inhibition, % at 2 µM; 91,000 tested, 0.18% active;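 active = inhibition above the batch mean plus 3 SD and confirmed as a hit by visual image inspection, cut at about 30% in these data, passing the limit was not always enough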; note: strong numbers were not always called active
# Plk1 PBD FP – inhibitors of human Plk1 polo box domain binding. P53350. Plk1 PBD phosphopeptide binding, fluorescence polarization. inhibition, %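 (tested at about 20 µM)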. 97,000 tested, 0.13% active. AID 693; in the data active = inhibition above about 34%, passing the limit was not always enough
# Active calls of the source: *; · = not tested or not shown.
SMILES,hDAT+cocaine,HUVEC tox IL1B,TNFa cytotox,PLK1 inh,VCAM1 TNFa inh,sEH inh,E coli WT exp,cytoskel mod,Plk1 PBD FP
CC1=C(C(=O)OCC2CCCO2)C(c2ccccc2OC(C)C)C2=C(CC(c3ccco3)CC2=O)N1 (stereo unspecified),1.6,-22,8,-4,11,-10,-4,1,1
N/C(CCCN1CCCCC1)=N/O,-1.7,-5,-7,0,-63,2,5,-36,-18
Nc1c(C(=O)Nc2nc3ccccc3s2)sc2nc(-c3cccs3)ccc12,-0.071,22,46,-18,29,-4,-14,-36,-55
O=C(c1cnsn1)N1CCN(c2ccccc2)CC1,0.91,-18,-5,-8,-28,2,4,20,-17
Cc1ccc(C(=O)CSc2nc3ccccc3c(=O)[nH]2)cc1,1,-12,-14,6,10,-4,-2,·,10
COc1ccc(NCCC#N)cc1,1.3,-17,-6,-6,-10,2,-1,15,-8
Cc1cccc2cc(C(c3nnnn3Cc3ccccc3)N3CCCc4ccccc43)c(=O)[nH]c12 (stereo unspecified),1.7,14,-4,-35,8,-16,-4,4,11
Cc1ccc(C(=O)CN2/C(=C(\O)c3ccccc3)C(=O)c3ccccc3S2(=O)=O)c(C)c1,1.2,·,-4,-21,-3,-4,15,13,-12
O=C(CSc1nnc2scc(-c3ccc(F)cc3)n12)NCc1ccco1,-1.8,·,·,-3,·,3,0,·,4
COc1cc(-n2c(C)nc3cc(C(=O)N4CCOCC4)ccc32)cc(OC)c1OC,-0.0048,8,-16,-14,3,·,4,8,-23
Cc1ccc(CC(=O)N2CCOCC2)cc1,-0.83,-1,-3,-6,-3,-7,2,0,-8
CCn1c(SCC(=O)Nc2ccc(S(N)(=O)=O)cc2)nnc1-c1ccccc1OC,-0.48,3,25,-15,5,0,4,0,7
N#CCCn1c(=S)[nH]c2ccccc21,-0.48,-8,8,-10,-3,14,5,-15,-36
O=C(c1ccc(-n2cnnn2)cc1)N1CCOCC1,-1.4,-3,-24,-6,-6,0,0,29,10
COc1ccc(-c2nnc(-c3ccc(OCC(C)C)cc3)o2)cc1,-0.013,8,4,-7,11,-4,-5,4,-15
Cc1cccc(Nc2nc(-c3ccc4c(c3)OCCO4)cs2)c1,0.72,-26,-9,-12,3,12,-7,-7,17
CCSc1ccccc1C(=O)N1CCCC1,0.54,-6,8,-35,7,10,5,17,13
O=C(OCCN1CCN(c2ncc(C(F)(F)F)cc2Cl)CC1)c1ccc(Cl)cc1,0.12,4,-8,-10,-4,19,-2,-10,14
CC1CCN(S(=O)(=O)c2ccc(C(=O)Nc3sccc3C(N)=O)cc2)CC1,0.33,-8,-65,-1,13,-8,-10,10,7
Cn1c(SCC(=O)c2ccccc2)nnc1-c1cccnc1,-0.48,13,-21,-7,8,-1,25,-1,7
Nc1nc(SCC(=O)NC2CCCC2)[nH]c(=O)c1-c1ccccc1,-0.39,2,-10,-6,-9,10,4,-2,27
Cc1nn(C)c(C(=O)N2CCc3ccccc32)c1Cl,0.052,-13,-25,-7,5,1,·,-36,-2
CN1CCC(=NNC(=O)CSCc2ccccc2)CC1,0.25,-52,-15,-3,16,8,-3,7,1
CC(C)Nc1nc(Oc2ccc(Cl)cc2)cc(C(F)(F)F)n1,0.91,-44,-17,-9,13,4,0,1,28
Cc1cccc(OCC(=O)O/N=C(\N)Cc2ccc(Cl)cc2)c1,-0.037,2,0,-11,33,-1,3,-12,23
CC1(C)NC(C)(C)C(O)(C(N)=O)C1=O (stereo unspecified),1.4,-6,-6,-11,-6,-9,-1,10,5
O=C(c1cccc2ccccc12)N1CCN(c2ccccc2F)CC1,-0.79,-41,-19,-1,6,8,-1,-32,-12
CC(=O)NC(CC(C)C)C(=O)NC(Cc1ccccc1)C(N)=O (stereo unspecified),-0.033,-16,-34,13,1,71,-3,-1,-11
CCOc1cc(C2NN=C(c3ccccc3)S2)ccc1OCc1ccc(F)cc1 (stereo unspecified),0.028,4,-6,-2,-4,8,-10,0,-16
O=S(=O)(CCc1nc2ccccc2s1)c1ccc2ccccc2c1,0.24,35,6,-12,-2,-10,3,-4,-6
O=C(Cn1c(=O)n(-c2cccc(Cl)c2)c(=O)n1CC(=O)N1CCCCC1)N1CCCCC1,-0.4,-35,-5,-1,11,4,3,4,3
O=C(NNC(=O)c1cc(OCC(F)(F)F)ccc1OCC(F)(F)F)c1ccc(Cl)c(Cl)c1,0.16,·,·,-7,·,·,-8,·,5
O=C1c2ccccc2C(=O)N1CCCc1nc(-c2ccccn2)no1,-0.38,-22,-4,-9,7,14,12,-5,5
CC(=NCCCN(C)C)C1=C(O)c2ccccc2C1=O,0.15,-19,-18,-2,-4,-8,2,·,14
Cc1ccc(C(=O)C[n+]2cc(-c3ccc(C)cc3)n3c2CCCCC3)cc1,·,11,5,-4,-10,0,14,17,-13
COc1ccc2c(CC(=O)OCC(=O)c3ccc(F)cc3)coc2c1,0.51,-11,-12,-4,7,-6,2,18,22
Cc1ccc(S(=O)(=O)NC2=C(N3CCN(Cc4ccccc4)CC3)C(=O)c3ccccc3C2=O)cc1,·,1,-11,-5,-10,1,-13,-18,-14
O=C(CCN1C(=O)C2C3C=CC(C3)C2C1=O)NCCN1CCCc2ccccc21 (stereo unspecified),-0.11,0,-15,1,6,2,-3,4,-4
O=C(c1cc2ccccc2c(=O)o1)N1CCc2ccccc2C1,·,-13,-41,-9,1,-11,-6,22,-10
CCOC(=O)CN1C(=O)C2(OCCCO2)c2ccccc21,-0.22,-25,7,-6,14,2,0,-1,-26
Cc1[nH]c2ccccc2c1/C=C/c1cc[n+](C)cc1,·,16,-1,-69,-6,6,-10,-2,-87
COC(=O)C(C)n1cnc2c(nnn2Cc2ccc(Cl)cc2)c1=O (stereo unspecified),0.51,4,-17,-12,10,12,11,-25,3
CCCCOC(=O)Cn1c(=N)n(CCN(CC)CC)c2ccccc21,0.043,-73,-7,-3,0,13,-9,0,7
Cc1n[nH]c(=O)n1-c1cccc(C(F)(F)F)c1,0.16,23,16,19,-8,-9,1,-27,15
CCc1nc(SCC(=O)NCc2ccccc2)c2c(=O)n(C)c(=O)n(C)c2n1,0.18,7,40,-15,17,9,2,1,13
COc1ccc(N(C(=O)Cn2nnc3ccccc32)C(C(=O)NCc2ccco2)c2cccnc2)cc1 (stereo unspecified),-0.39,13,0,0,-8,-13,-3,1,-4
COc1ccc(NC(=O)c2c(NC(=O)CNCc3ccco3)sc3c2CCC3)c(OC)c1,1.3,14,3,-2,-10,10,-10,-3,-24
Cc1ccc(/C(N)=N/OC(=O)c2cccc(F)c2)cc1,-0.25,1,3,-12,-12,0,11,-19,-9
CCC1Sc2ccccc2N(CC(=O)NCCC2=CCCCC2)C1=O (stereo unspecified),1.2,0,-23,-1,6,55,-7,4,-15
CC(C)C(=O)Nc1ccccc1N1CCN(C(=O)c2ccccc2)CC1,-0.28,11,-25,-6,2,-3,0,20,-4
COc1cccc(NS(=O)(=O)c2ccc3c(c2)n(C)c(=O)c(=O)n3C)c1,1.3,8,-28,-14,16,5,2,34,-6
Cc1cc2cc(C)c3nnc(SCC(=O)NCc4ccc5c(c4)OCO5)n3c2cc1C,0.42,11,-1,-4,-1,7,-23,3,-5
CC(C)(C)c1cc(CNC2CS(=O)(=O)C[C@@H]2O)cc(C(C)(C)C)c1O (stereo partly specified),0.47,-65,-6,-8,12,-16,5,-36,5
Cc1nc2ccc(S(=O)(=O)NCC(=O)N3CCc4ccccc4C3)cc2s1,-1,-28,0,-13,18,-9,4,-4,15
Cc1ccc(NC(=O)NC2C(NC(=O)Nc3ccc(C)cc3)N(C)C(=O)N2C)cc1 (stereo unspecified),0.16,·,-6,0,-9,-12,-3,6,23
Cc1ccc(-n2ncc3c(NCc4ccc5c(c4)OCO5)ncnc32)c(C)c1,0.82,-33,-8,-9,-12,·,-19,13,8
O=C1C(Nc2ccccc2)=C(N2CCCCC2)C(=O)c2ccccc21,-5*,4,-20,-17,-24,9,5,9,-8
CCCCOCCCNC(=O)c1ccc2c(c1)OCO2,-0.11,12,0,-10,-3,10,6,8,3
COC(=O)C(N)Cc1ccc(O)cc1 (stereo unspecified),-0.14,-11,5,-6,11,-3,-4,-2,-5
COc1cc(CNC2CCCC2)cc(OC)c1OC,-0.83,28,11,-9,-11,-4,7,-50,-15
# Additional entries
SMILES,hDAT+cocaine,HUVEC tox IL1B,TNFa cytotox,PLK1 inh,VCAM1 TNFa inh,sEH inh,E coli WT exp,cytoskel mod,Plk1 PBD FP
COc1ccc(Sc2cnn(-c3ccccc3)c(=O)c2Cl)cc1,0.039,-48,-2,-20,8,1,-10,-24,-7
CCCCOc1ccccc1P(=O)(O)CP(=O)(c1ccccc1)c1ccccc1,1.5,-1,20,-1,-23,-5,1,-28,16
COc1cccc(NC(C)C(=O)N2CC(C)OC(C)C2)c1 (stereo unspecified),0.015,-88,-11,0,2,4,1,-8,1
Cc1ccc(Nc2c3c(nc4ncnn24)CC(C)CC3)cc1 (stereo unspecified),1.4,-135,-6,-12,1,7,7,-12,-21

# Screening data (PubChem BioAssay)
